Screens deposited in PubChem by The Scripps Research Institute Molecular Screening Center.
V1aR counter – V1a receptor agonism, counter-screen for OXTR agonists; P37288; CHO-V1R cells, Fluo-8 calcium fluorescence, agonist mode; 0% DMSO, 100% 3 nM vasopressin; activation, % at 3 µM; 320,000 tested, 0.25% active;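 active = activation above the mean activation of all tested compounds plus 3 SD, per screening run, cut at about 20% in these data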;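 also: signal is peak over basal fluorescence ratio across a 100 second FLIPR read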
OXTR agonist – activates the human oxytocin receptor | CHO-OTR cells, Fluo-8 calcium fluorescence; normalized: DMSO 0%, oxytocin 100% | activation, % at 3 µM | 320,000 tested, 0.32% active;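 active = activation above the mean of all tested compounds plus 3 SD, cutoff set per screening run, cut at about 20% in these data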;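 also: peak over basal fluorescence ratio from a 100 s FLIPR kinetic read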
Target sequence (P30559 whole entry, looked up): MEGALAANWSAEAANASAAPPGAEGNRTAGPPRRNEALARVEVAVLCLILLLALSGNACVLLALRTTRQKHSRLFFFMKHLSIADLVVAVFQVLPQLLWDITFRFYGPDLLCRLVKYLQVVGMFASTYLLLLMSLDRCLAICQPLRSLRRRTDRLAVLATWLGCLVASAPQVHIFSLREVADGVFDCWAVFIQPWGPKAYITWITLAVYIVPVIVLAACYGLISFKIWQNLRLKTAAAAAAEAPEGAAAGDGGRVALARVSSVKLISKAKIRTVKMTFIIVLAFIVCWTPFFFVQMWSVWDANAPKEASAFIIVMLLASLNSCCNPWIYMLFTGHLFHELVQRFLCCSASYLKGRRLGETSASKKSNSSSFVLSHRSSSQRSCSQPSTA
M1 antag – blocks human M1 muscarinic receptor; P11229; CHO-K1 hM1, Fluo-8 calcium fluorescence, ACh EC80 antagonist; inhibition, % at 3 µM; 360,000 tested, 1.3% active; AID 588852;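 active = percent inhibition above its own plate's cutoff, namely the mean of that plate's compound wells plus 3 SD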;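 also: peak over basal fluorescence ratio during 140 s after agonist addition; 0% = ACh EC80 plus DMSO and 100% = DMSO alone without agonist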
Target sequence (P11229 whole entry, looked up): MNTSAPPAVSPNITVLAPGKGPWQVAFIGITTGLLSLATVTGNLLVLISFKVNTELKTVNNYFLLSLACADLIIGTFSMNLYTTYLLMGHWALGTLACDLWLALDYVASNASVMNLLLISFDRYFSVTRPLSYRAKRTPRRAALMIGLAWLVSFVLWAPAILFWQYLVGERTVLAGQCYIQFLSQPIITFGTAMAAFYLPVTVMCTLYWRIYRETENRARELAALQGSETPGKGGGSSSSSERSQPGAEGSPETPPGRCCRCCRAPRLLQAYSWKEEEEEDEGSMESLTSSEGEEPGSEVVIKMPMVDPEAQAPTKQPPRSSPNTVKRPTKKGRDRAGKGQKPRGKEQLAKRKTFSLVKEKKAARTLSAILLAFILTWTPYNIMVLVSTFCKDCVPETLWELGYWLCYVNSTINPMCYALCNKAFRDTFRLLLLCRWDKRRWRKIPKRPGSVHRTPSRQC
OXTR potentiate – potentiators of human oxytocin receptor; P30559; AID 2445; CHO-OTR cells, Fluo-8 calcium fluorescence, potentiator mode; 0% = oxytocin EC15, 100% = EC100; 320,000 tested, 0.061% active; activation, % at 3 µM;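 active = activation above that plate's cutoff, the mean activation of tested compounds plus 3 SD, cut at about 6.6% in these data, passing the limit was not always enough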;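 also: 100% uses oxytocin at 75 nM as the full agonist control; some results filed as inactive read as strong as hits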
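Assay system: CHO cell line stably expressing human OTR | Also added: Oxytocin at about EC15, sub-maximal agonist stimulus | Times: Compound 6 min at room temperature before oxytocin, 100 s read | Measured by: Fluo-8 intracellular calcium fluorescence, ex 470-495, em 515-575 nm | Controls: EC15 oxytocin alone as 0%, 75 nM oxytocin as 100%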
M1 ag – human M1 muscarinic receptor agonism; P11229; CHO-K1 hM1, Fluo-8 calcium fluorescence, agonist mode; 0% DMSO, 100% acetylcholine EC100; activation, % at 3 µM; 360,000 tested, 0.33% active; AID 588814;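 active = activation above the run's mean compound activation plus 3 SD, cut at about 16% in these data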;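 also: peak over basal fluorescence ratio within a 140 s kinetic read after compound addition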
M1 PAM – positive allosteric modulators of human M1 muscarinic receptor | CHO-K1 hM1, Fluo-8 calcium fluorescence, ACh EC20; 0% = ACh EC20, 100% = maximal ACh | AID 588819 | P11229 | 360,000 tested, 0.088% active | activation, % at 3 µM; in the data active = activation above about 19%, passing the limit was not always enough
TAAR1 antag – human TAAR1 antagonism. 360,000 tested, 1.5% active. CHO RD-HGA16 TAAR1, Fluo-8 calcium fluorescence, antagonist. Q96RJ0. inhibition, % at 3 µM;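 active = inhibition above a per-plate cutoff, the mean inhibition of test compounds on that plate plus 3 SD, cut at about 49% in these data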;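 also: 0% = DMSO plus EC80 beta-PEA response and 100% = DMSO alone without agonist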
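Material: RD-HGA16 CHO cells with stable hTAAR1 and Gα16; Dosing: single nominal final test compound concentration of 3 µM; Schedule: seeding 17-24 h prior, 75-min 37 °C, 30-min RT dye loading; Detection: kinetic Fluo-8 calcium fluorescence measurement; Measure: % inhibition from peak post-agonist over basal fluorescence ratio; Benchmarks: vehicle and agonist controls.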
CHO parental Ca – counter-screen: ATP calcium response change in parental CHO cells | inhibition, % at 5.6 µM | parental CHO-K1, ATP-induced calcium, Fluo-8 fluorescence | 330,000 tested, 0.63% active;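 active = inhibition above that plate's mean sample inhibition plus 3 SD, cut at about 26% in these data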;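 also: 0% = ATP-challenged DMSO wells and 100% = DMSO wells without ATP; some compounds past the cut are filed as inactive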
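Measured by: calcium-sensitive Fluo-8 fluorescence / Test system: CHO parental line / Controls: ATP-challenged DMSO wells low, unchallenged DMSO wells high / Measure: % inhibition / Compound: single nominal dose of 5.6 µM per compound / Replicates: single well per compound, no replicates / Reagent: ATP as calcium-mobilizing challenge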
TAAR1 ag – agonists of human TAAR1; CHO RD-HGA16 TAAR1, Fluo-8 calcium fluorescence; vehicle wells 0%, saturating PEA agonist 100%; activation, % at 3 µM; 360,000 tested, 0.99% active; AID 624467;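 active = activation above the mean activation of all test compounds in the run plus 3 SD, cut at about 38% in these data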
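Repeats: no replicates (n 1) | Material: CHO-derived RD-HGA16 cells with stable Gα16 and human TAAR1 | Technique: Kinetic Fluo-8 calcium fluorescence | Schedule: 17-24 h seeding, 75 min 37 °C dye, 30 min RT | Evaluation: % activation from peak over basal fluorescence ratio, DMSO-to-PEA scaled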
Numbers without * were called inactive; / = not tested or not shown.

Screens in order: V1aR counter, OXTR agonist, M1 antag, OXTR potentiate, M1 ag, M1 PAM, TAAR1 antag, CHO parental Ca, TAAR1 ag
1	CC1(C)C2CCC1(CS(=O)(=O)N1CCC(C(=O)O)CC1)C(=O)C2 (stereo not given)
  1.2, 0.8, -4, 2, -3, 2, -32, 13, 1
2	O=C(COC(=O)CNC(=O)c1ccc(Cl)cc1Cl)NC(=O)NCc1ccccc1
  1.3, -0.4, -10, -8, 1, 13, -27, -15, 3
3	Cc1ccc(OC2CCN(C(=O)[C@H]3O[C@@H](n4cnc5c(N)ncnc54)[C@H](O)[C@@H]3O)CC2)cc1
  /, /, -12, /, -5, -2, 0, /, 0
4	CN(CC(=O)NCc1cccs1)S(=O)(=O)c1cccc2nsnc12
  -0.5, -0.6, -10, -18, -2, 7, -5, -1, 6
5	CCc1nnc(NC(=O)c2cc(-c3ccco3)nc3ccccc23)s1
  0.9, 0.0, -10, 0, -5, 8, -25, -16, -1
6	Cc1cccc(-n2c(CNC(=O)c3ccc(S(=O)(=O)N4CCCCC4)cc3)n[nH]c2=S)c1
  0.0, 0.0, -21, 1, -8, 14, -12, -15, 1
7	CCN(CC)C(=O)C1CCCN(c2ncnc3c2cnn3-c2cccc(C)c2)C1 (stereo not given)
  0.6, -1.4, 2, -6, -5, -2, -8, -23, 1
8	COc1ccc(NC(=O)c2n[nH]c(=O)c3ccccc23)cc1S(=O)(=O)N1CCCCC1
  2.3, 2.2, -1, -9, -1, 0, 9, -30, 11
9	O=C(CN1CCOCCOCCOCCOCC1)Nc1ccccc1
  -0.2, 0.3, -13, -11, -1, 11, -5, -14, 8
10	C[C@H](CO)N1C[C@H](C)[C@@H](CN(C)S(C)(=O)=O)Oc2c(NC(=O)Nc3ccccc3)cccc2C1=O
  0.1, -0.1, -1, -7, 1, 6, 10, -9, 9
11	O=C1N/C(=N/N=C/c2ccc(O)cc2)SC1Cc1ccccc1 (stereo not given)
  1.9, 1.7, 6, -1, -2, -3, -12, -7, -1
12	Cc1nn(C)cc1/C=N\NC(=O)Cc1ccc([N+](=O)[O-])cc1
  0.1, -0.3, -7, -7, -9, 5, 15, 3, -3
13	C=CCn1c(SCC(=O)Nc2cc(C)on2)nnc1-c1ccncc1
  /, /, -11, /, -1, 5, -1, /, 1
14	CCC(=O)c1ccc(OCC(=O)Nc2ccccc2C(=O)NC2CC2)cc1
  0.9, 0.1, 4, -5, -1, -3, 25, -9, 10
15	COC(=O)C(O)(CC(=O)Nc1ccc(OC(F)(F)F)cc1)C(F)(F)F (stereo not given)
  2.6, 5.6, -10, -3, -2, 2, -3, 4, 5
16	COc1ccc(S(=O)(=O)N(C)c2ccc(C(=O)NCC3CCCO3)cc2)cc1 (stereo not given)
  1.6, 1.5, 0, -2, -5, 3, 16, -8, 2
17	Cc1cccc(NC(=O)CSc2nnc(NC(=O)C3CC3)s2)c1C
  1.3, 0.3, -11, -11, -1, 12, 8, -8, -2
18	CN1CCSc2ccc(C(=O)NCc3ccccc3F)cc21
  -1.4, -1.0, -4, -4, -6, 6, -32, -19, 0
19	O=C(NCCc1c[nH]c2ccccc12)c1ccc2nc[nH]c2c1
  -0.9, -0.6, -2, -10, -1, 8, 7, 3, 1
20	COC(=O)c1ccc(Cn2cnc3cnccc32)cc1
  0.2, 0.2, -8, -14, 0, 7, 1, 6, 8
21	COc1ccc2c(C=O)c[nH]c2c1
  0.0, -0.3, 1, -9, -1, 6, 0, -7, 1
22	CC(OC(=O)c1ccco1)C(=O)Nc1ccc(Cl)cn1 (stereo not given)
  0.1, -1.5, -1, -2, -2, 11, -3, -9, 1
23	O=C(NCc1ccccc1Cl)C(=O)c1c[nH]c2ccccc12
  -0.1, -0.3, -6, -11, -5, 4, 12, -14, 2
24	O=C(c1nnsc1S(=O)c1ccc(Cl)cc1)N1CCOCC1 (stereo not given)
  /, /, 4, /, -1, -1, 24, /, 15
25	O=S(=O)(c1ccc2c(c1)CCC2)N1CCNCC1
  /, /, -22, /, -4, 13, -24, /, 0
26	Cc1cc(C(=O)Nn2cnnc2)cs1
  0.1, -0.2, -7, 2, -5, 6, 5, -4, 3
27	CN(C(=O)NC(=O)C1=C(N2CCOCC2)/C(=C/c2ccccc2)CC1)S(C)(=O)=O
  0.1, -0.7, -20, 4, -2, 9, -25, -2, 3
28	O=C(CSc1cccs1)Nc1ccc(Cl)cc1
  -1.6, -2.6, 4, -1, -6, -6, -8, -5, 9
29	c1ccc(-c2nn3c(C4CCCCC4)nnc3s2)nc1
  0.6, -0.4, -5, -3, -1, 4, -7, -2, 6
30	CCOC(=O)N1CCN(C(=O)COC(=O)CN(C)S(=O)(=O)c2ccc(NC(C)=O)cc2)CC1
  0.3, 16, -9, -13, -3, 10, -11, 10, 2
31	COc1ccc(NS(=O)(=O)c2ccc(OC)c(NC(=O)CNC(=O)c3ccc(OC)cc3)c2)cc1
  1.1, 1.3, -9, -4, -6, 10, 6, -9, 17
32	N#Cc1ccc(C(=O)Nn2cnnc2)cc1
  0.0, -0.5, -11, -7, -3, 7, -11, -4, 2
33	Nc1cc(Cl)c(N)cc1Cl
  0.3, 0.5, -5, -2, 1, 12, 6, -8, 1
34	Cc1ccc(CCNC(=O)C2CCN(c3nn4c(=O)cc(C)nc4s3)CC2)cc1
  -1.6, -2.4, -10, -4, -6, 5, -9, -30, -1
35	Cc1cc2nc(SCCN3CCCC3)[nH]c2cc1C
  0.6, 1.2, 11, 0, -11, -15, 10, -7, 0
36	CC1CCCC(C)N1S(=O)(=O)c1ccc(NC(=O)CCn2cnc3ccccc3c2=O)cc1 (stereo not given)
  1.1, 5.0, -7, -7, 1, 9, -23, -12, 5
37	O=C1CN(C(=O)COC(=O)c2cc(S(=O)(=O)N3CCOCC3)ccc2Cl)c2ccccc2N1
  0.7, 0.1, -7, 4, 0, 13, -18, -2, 1
38	CC(C)CC1C(=O)N(Cc2cn(CCC3OCCCO3)nn2)CCS(=O)(=O)N1Cc1ccc(-c2ccc(F)cc2)cc1 (stereo not given)
  /, /, -13, /, -3, 9, 26, /, 2
39	Cc1c(C(=O)n2cnc3ccccc32)cccc1[N+](=O)[O-]
  0.2, 1.0, 3, 0, -4, -7, -2, -6, 1
40	COc1c(Cl)cc(Cl)cc1C(=O)Nc1ccc(CN2CCCCC2)cc1
  1.6, 1.5, 2, -4, -15, -12, -1, -13, 5
41	CCOc1ccc2nc(SCc3ccc(CC(=O)O)cc3)c(C#N)cc2c1
  0.3, -1.2, 2, -13, -9, 1, -6, -16, 7
42	CC1(C(=O)NS(=O)(=O)c2cccc(OC(F)F)c2)CCN1C(=O)C1CCCCC1 (stereo not given)
  /, /, -1, /, 1, 7, 4, /, 5
43	COc1ccc(-c2cc(C(=O)NCCCn3ccnc3)no2)cc1
  0.2, 0.8, -7, 7, -4, 7, -12, -3, 0
44	Cc1sc2ncnc(N3CCC(C(=O)Nc4ccccc4C(C)(C)C)CC3)c2c1C
  -1.1, -2.6, 0, -12, -2, 1, 26, 2, 9
45	Cc1ccccc1C(=O)NC1CCN(CC(=O)NCc2ccc(F)cc2)CC1
  0.3, -0.3, 5, -9, -1, 7, 13, -15, 3
46	O=C(O)c1cc(NS(=O)(=O)c2ccc(F)cc2)cc(NS(=O)(=O)c2ccc(F)cc2)c1
  1.0, 1.1, -1, -10, -3, 3, 4, -12, 23
47	COc1ccc(C(=O)NC(=S)Nc2ccc(S(=O)(=O)Nc3cc(OC)nc(OC)n3)cc2)cc1
  0.4, -1.0, 2, -4, -3, 4, -22, -1, 0
48	CC(=O)c1ccc(OCC(=O)N2CCCC(Nc3ccc(C)c(C)c3)C2)cc1 (stereo not given)
  1.1, -0.1, 2, -3, -5, -5, -25, -16, 1
49	N#Cc1c(NC(=O)C2CCCO2)sc2c1CCCCC2 (stereo not given)
  0.4, -0.5, -7, -9, -5, 6, -18, -9, 5
50	COc1cc2c(cc1NCc1ccc3c(c1)OCO3)oc1ccccc12
  0.2, -0.5, 8, -12, -3, -2, -8, 3, -1
51	CN1CCN(S(=O)(=O)c2ccc3c(c2)NC(=O)CS3)CC1
  1.1, -0.2, -3, -1, -2, 4, 1, -6, 1
52	Cc1cccc(NC(=O)CNC(=O)COc2cccnc2[N+](=O)[O-])c1C
  0.3, 0.4, 11, 0, -3, -6, 0, -3, 17
53	Cc1cc(C(=O)CN2C(=O)NC(CC(C)C)C2=O)c(C)n1C1CC1 (stereo not given)
  0.3, 1.4, -4, 3, -1, 2, 9, -16, 4
54	O=C(NCc1ccccc1Cl)c1nnc(CS(=O)(=O)c2ccccc2)o1
  1.7, 1.8, -2, -6, -4, 4, -5, -7, 0
55	O=C(NC(=S)Nc1cccc(S(=O)(=O)NC2=NCCC2)c1)c1cc(-c2ccco2)nc2ccccc12
  -0.4, -0.7, -20, -4, -6, 4, 19, -18, 8
56	Cc1cn([C@H]2C[C@H](O)[C@@H](CNCc3ccc(C#CCCO)cc3)O2)c(=O)[nH]c1=O
  /, /, -5, /, -7, 2, -6, /, 1
57	CCOc1c2ccc(C(=O)NCc3ccc(OC(F)(F)F)cc3)cc2nn1CC
  -0.3, -1.7, -4, -3, -5, 8, 11, -5, -1
